# GPR55 beta-arrestin = GPR55 agonists via beta-arrestin recruitment, primary screen, imaging, U2OS cells, beta-arrestin-GFP redistribution (AID 1961). U2OS GPR55 beta-arrestin-GFP redistribution imaging; higher % means a stronger effect. activation, % at 10 µM; hits with a dose series show EC50 in µM. 290,000 tested, 0.048% active;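 active means activation above 40% with more than 50 cells counted in the well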;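 further: U2OS osteosarcoma cells stably expressing GPR55 and beta-arrestin-GFP; plate controls were DMSO negative control for no effect and LPI positive control for full effect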
# NTR1 agonist = agonists of NTR1, primary screen, imaging, U2OS cells, beta-arrestin-GFP, high content (AID 493036); Neurotensin receptor type 1 (Homo sapiens), P30989; NTR1-U2OS beta-arrestin-GFP spot imaging, agonist mode; activation, % at 20 µM; 330,000 tested, 0.17% active;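 active means activation at or above 40% of the spot to cytoplasm intensity ratio, with at least 20 cells analyzed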;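 further: 0% = DMSO without peptide and 100% = 100 nM NTR1 peptide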
# Target sequence (P30989 whole entry, looked up): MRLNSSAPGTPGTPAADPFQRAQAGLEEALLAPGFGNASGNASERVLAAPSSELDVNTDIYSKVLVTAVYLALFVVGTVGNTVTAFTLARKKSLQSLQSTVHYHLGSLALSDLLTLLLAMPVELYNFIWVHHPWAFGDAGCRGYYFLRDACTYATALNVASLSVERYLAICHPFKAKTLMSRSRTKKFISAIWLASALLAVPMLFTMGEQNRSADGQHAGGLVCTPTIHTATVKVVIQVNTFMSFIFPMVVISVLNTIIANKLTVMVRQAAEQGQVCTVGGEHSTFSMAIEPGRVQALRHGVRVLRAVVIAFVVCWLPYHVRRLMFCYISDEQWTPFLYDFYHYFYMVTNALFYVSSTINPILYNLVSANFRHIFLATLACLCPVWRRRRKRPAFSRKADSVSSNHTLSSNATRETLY
# Salmonella PhoP GFP = inhibitors of PhoP regulon expression, primary screen, Salmonella Typhimurium, GFP reporter (AID 1863) | S. Typhimurium PhoP-regulated promoter GFP reporter, 4 h; higher % means a stronger effect | inhibition, % at 50 µM; hits with a dose series show IC50 in µM | 300,000 tested, 0.16% active;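 active means inhibition over 29.93%, a cutoff 3 SD above the screen mean, later confirmed by dose response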;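 further: 0% = low Mg2+ inducing control and 100% = high Mg2+ repressing control; strong numbers were not always called active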
# KOR beta-arrestin-1 = KOR antagonists, beta-arrestin recruitment, cell-based, luminescence, uHTS (AID 1778). 290,000 tested, 0.091% active. inhibition, % at 10 µM, or IC50 in µM where a hit was titrated. KOR beta-arrestin recruitment, luminescence, antagonist mode; higher % means a stronger effect. Kappa-type opioid receptor (Homo sapiens); in the data active means inhibition above about 50%; further: strong numbers were not always called active
# KOR beta-arrestin-2 = KOR agonists, beta-arrestin recruitment, primary screen, cell-based, luminescence, uHTS (AID 1777); activation, % at 10 µM; hits with a dose series show EC50 in µM; 280,000 tested, 0.02% active; KOR beta-arrestin recruitment, luminescence; higher % means a stronger effect; in the data active means activation above about 50%, passing the limit was not always enough; further: a part of the inactive calls stands beside numbers as strong as those of hits
# GPR55 LPI antagonism = GPR55 antagonists blocking LPI-driven arrestin recruitment, primary screen, imaging, U2OS, beta-arrestin-GFP, LPI agonist (AID 2013); G-protein coupled receptor 55 (Homo sapiens); U2OS GPR55 beta-arrestin-GFP translocation imaging, LPI antagonism; higher % means a stronger effect; one-dose inhibition, % at 10 µM; IC50 in µM for titrated hits; 290,000 tested, 0.13% active;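 active means spots per cell inhibited over 60%, with over 100 cells counted and total cytoplasm intensity under 500,000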;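 further: U2OS cells stably carrying GPR55 and arrestin-GFP stimulated by 5 µM LPI near EC80; imaged beta-arrestin-GFP aggregate spots per cell after agonist stimulation; plate controls were LPI-stimulated DMSO wells for no effect and DMSO wells without LPI for full effect; some results filed as inactive read as strong as hits; confirmed hits need IC50 under 10 µM and bright autofluorescent wells are also inconclusive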
# T cell HTS = modulators of CD8 T cell-vesicle binding, primary screen, mouse 2C CD8+ T cells, flow cytometry | 2C CD8+ T cell-vesicle binding; stronger effect = lower value | 330,000 tested, 0.068% active | calls only at 7 µM;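 active means response, share of CD8 T cells binding vesicles, and their 90th percentile fluorescence all below set limits, cut at about 80% in these data, passing the limit was not always enough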
#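 Read-out – percent CD8+ FL2 mean versus row control · System – murine 2C transgenic CD8+ T lymphocytes · Times – 1.5 h cell–vesicle binding at 37 °C, then 20 min icy labelling · Control set – naked vesicles low, QL9 vesicles with vehicle high · Detection – cytometric PE anti-B7-1 and Alexa647 anti-CD8 signals after 1% paraformaldehyde fixation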
# West Nile virus CPE = West Nile virus antiviral activity, cell-based, CPE readout (AID 1621); 290,000 tested, 0.02% active; CPE inhibition, % at 10 µM, or IC50 in µM where a hit was titrated; West Nile virus-infected cells, CPE inhibition; higher % means a stronger effect; in the data active means a potency from the dose series; further: strong numbers were not always called active
# GPR35 antagonists = GPR35 antagonists blocking zaprinast-driven arrestin recruitment, primary screen, imaging, U2OS, beta-arrestin-GFP, zaprinast agonist (AID 2058) | inhibition, % at 10 µM, or IC50 in µM where a hit was titrated | G-protein coupled receptor 35 (Homo sapiens) | U2OS GPR35 beta-arrestin-GFP translocation imaging, zaprinast antagonism; higher % means a stronger effect | 290,000 tested, 0.052% active;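 active means inhibition of at least 50% with at least 30 cells and total cytoplasm GFP at most 10,000,000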
# T cell HTS vesicle-bound % = also measured in T cell HTS; calls as there; double positive events, %; measured here: CD8+ vesicle-bound cell fraction;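 binding gate set so that unloaded-vesicle control wells show 10% double positive cells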
# NTR1 agonist cell count 20 µM = also measured in NTR1 agonist; calls as there; cell count; measured here: cell count, cytotoxicity flag
# An asterisk follows results filed as active; i = inactive; / = no result given; [ ] = dose if it differs, or a comment.
SMILES,GPR55 beta-arrestin,NTR1 agonist,NTR1 agonist cell count 20 µM,Salmonella PhoP GFP,KOR beta-arrestin-1,KOR beta-arrestin-2,GPR55 LPI antagonism,T cell HTS,T cell HTS vesicle-bound %,West Nile virus CPE,GPR35 antagonists
CCN(CC)CCCN(C(=O)c1ccccc1C)c1nc(-c2ccc(OC)cc2)cs1,0.2%,0.5,46,0%,-5%[20 µM],-2.8%,2%,i,61,1.8%,9%
COC(C[C@H]1O[C@H]1[C@H](O)COCc1ccccc1)OC,-0.1%,0.2,57,-4%,-4%,4.0%,10%,/,/,-0.5%,-7%
Cc1cc(O)c(C(C[N+](=O)[O-])c2ccc(Cl)cc2Cl)c(=O)o1 (centres undefined),0.0%,-2.1,58,-1%,28%,-1.4%,0%,i,8,0.3%,3%
COc1ccc(Cc2nnc(NC(=O)Nc3ccc(F)cc3)s2)cc1OC,0.2%,3.6,83,-7%,0%,-1.7%,-4%,i,36,-1.1%,-17%
Cn1c(=O)c2c(nc(SCC(=O)N3CCc4ccccc4C3)n2C)n(C)c1=O,0.6%,-0.7,53,14%,-1%,-7.4%,0%,i,44,-0.6%,-2%
Cc1ccc(-c2nc(C)sc2CC(=O)OCC(=O)Nc2cccc([N+](=O)[O-])c2)cc1,-0.2%,2.8,56,10%,9%,-1.2%,1%,i,53,-0.8%,4%
Cc1cccc(-n2nc3c(c2NC(=O)c2ccc4c(c2)OCO4)CS(=O)(=O)C3)c1C,-0.2%,-0.1,53,-5%,-48%,3.0%,4%,i,12,0.2%,-4%
Cc1ccc2nsnc2c1N(S(C)(=O)=O)S(C)(=O)=O,-0.1%,-0.7,41,3%,8%,-1.8%,6%,i,49,0.1%,2%
O=C(Nc1ccc2c(c1)OCCO2)NC1(C(F)(F)F)Oc2ccccc2O1,-0.1%,-0.6,82,-6%,-37%,4.0%,-14%,i,25,-0.2%,0%
O=C(Cn1nnc(-c2cc(Cl)ccc2-n2cnnn2)n1)N1CCCc2ccccc21,-0.1%,-1.0,38,-13%,-57%,13%,12%,i,29,-0.2%,-1%
Cc1ccc(C)c(N2CCN(C(=O)c3ccc(N4CCCC4=O)cc3)CC2)c1,-0.1%,1.9,50,/,-1%[20 µM],2.2%,2%,i,37,-1.0%,4%
Cc1ccc(NC(=O)NCc2ccncc2)cc1Cl,-0.1%,-0.1,72,4%,-14%[20 µM],-10%,13%,i,64,-0.1%,7%
O/N=C1\CCCc2ccc(Cl)cc21,-0.4%,-0.2,61,16%,/,3.5%,-3%,i,54,-2.2%,20%
O=C(COC(=O)Cc1ccsc1)Nc1ccc(S(=O)(=O)N2CCOCC2)cc1,1.2%,-1.7,96,7%,-13%,-4.0%,1%,i,49,0.3%,3%
S=c1nc(-c2ccccc2)n(Cc2cccnc2)c2c1CCCC2,-0.1%,-0.7,39,0%,16%,-0.8%,4%,i,57,0.3%,15%
CCOC(=O)C1CCN(Cc2ccc(N(C)C)cc2)CC1,-0.1%,-2.7,95,-9%,-26%,2.3%,12%,i,34,-0.5%,8%
O=C(CSc1ccc(Cl)cc1)Nn1cnnc1,0.1%,-0.3,77,0%,-4%,7.6%,-1%,i,57,0.0%,-20%
CC(=O)Nc1ccc(S(=O)(=O)NNC(=O)c2cccc([N+](=O)[O-])c2)cc1,-0.2%,-0.5,60,3%,-2%,-2.7%,-9%,i,57,2.2%,14%
CCOC(=O)c1c(-c2ccc(C)o2)csc1NC(=O)COC(=O)c1cccs1,0.3%,17,55,3%,77%,-0.6%,4%,i,59,-0.1%,-15%
CCOC(=O)C1=C(O)/C(=C/c2cc(C)n(-c3ccccc3)c2C)N=C1C,0.7%,1.1,55,-7%,19%,1.0%,14%,i,26,0.7%,8%
O=C(CN1C(=O)C2CC=CCC2C1=O)Nc1ccc(S(=O)(=O)Nc2ncccn2)cc1 (centres undefined),0.0%,0.0,57,-1%,-9%,-0.9%,-3%,i,43,0.2%,-4%
Cn1c(SCC(=O)Nc2nc3ccccc3s2)nnc1-c1ccccc1,0.5%,-1.7,85,2%,-20%,-1.6%,8%,i,59,/,4%
COc1ccc(C(CNC(=O)c2ccc(-n3cnnn3)cc2)N2CCOCC2)cc1 (centres undefined),0.3%,0.4,49,-10%,-21%,6.4%,-5%,i,49,0.6%,16%
Cn1ncc(-c2ccno2)c1C(=O)O,1.0%,-1.3,77,-6%,12%,-0.3%,8%,i,52,0.2%,8%
O=C(COc1ccc2ccc(=O)oc2c1)N1CCN(c2ccccc2)CC1,-0.7%,2.2,65,1%,-22%,3.4%,-6%,i,32,0.2%,13%

# Compounds above that have a thiophene ring, fused or not:
SMILES,GPR55 beta-arrestin,NTR1 agonist,NTR1 agonist cell count 20 µM,Salmonella PhoP GFP,KOR beta-arrestin-1,KOR beta-arrestin-2,GPR55 LPI antagonism,T cell HTS,T cell HTS vesicle-bound %,West Nile virus CPE,GPR35 antagonists
O=C(COC(=O)Cc1ccsc1)Nc1ccc(S(=O)(=O)N2CCOCC2)cc1,1.2%,-1.7,96,7%,-13%,-4.0%,1%,i,49,0.3%,3%
CCOC(=O)c1c(-c2ccc(C)o2)csc1NC(=O)COC(=O)c1cccs1,0.3%,17,55,3%,77%,-0.6%,4%,i,59,-0.1%,-15%

# The list continues:
SMILES,GPR55 beta-arrestin,NTR1 agonist,NTR1 agonist cell count 20 µM,Salmonella PhoP GFP,KOR beta-arrestin-1,KOR beta-arrestin-2,GPR55 LPI antagonism,T cell HTS,T cell HTS vesicle-bound %,West Nile virus CPE,GPR35 antagonists
Cc1ccccc1-n1c(=O)/c(=C\c2ccco2)s/c1=C(/C#N)C(=O)Nc1ccccc1,0.2%,1.6,75,-5%,-27%,7.7%,-6%,i,37,1.9%,0%
O=C(CCn1nc(-c2ccc(Cl)cc2)c2ccccc2c1=O)NCCN1CCOCC1,0.3%,1.0,73,3%,-28%,3.5%,-4%,i,54,-0.9%,-1%
O=[N+]([O-])c1cc(S(=O)(=O)N2CCCC2)ccc1NCCCN1CCOCC1,0.1%,0.7,62,-5%,8%,-6.4%,3%,i,51,-0.3%,0%
CCO[C@H]1OC(C(=O)N2CCN(Cc3ccccc3)CC2)=C[C@@H](C)[C@@H]1CCCO,-0.2%,0.2,56,-8%,-6%,-1.8%,11%,i,46,-0.8%,-3%
COCCn1c(SCC(=O)Nc2ccc(S(N)(=O)=O)cc2)nc2ccccc21,0.0%,-1.5,41,-13%,-23%,4.2%,18%,i,25,0.0%,-10%
Cc1c(Cl)cccc1NC(=O)CCN1C(=O)C2CC=CCC2C1=O (centres undefined),0.0%,-1.1,58,-1%,12%,-6.0%,7%,i,12,-0.7%,15%
COCCn1nnnc1CN1CCN2CCCC2C1 (centres undefined),-0.2%,0.2,38,0%,10%,3.3%,-7%,i,13,0.3%,-7%
COc1ccc(C(OCC(O)CNCCc2ccccc2)c2ccc(OC)cc2)cc1 (centres undefined),-0.1%,/,/,3%,-2%,3.3%,8%,i,26,1.6%,0%
Cc1ccc(S(=O)(=O)NCC(=O)NCC(=O)OC(C(=O)NC(N)=O)C(C)C)cc1C (centres undefined),-0.1%,-0.4,61,-1%,-5%,1.5%,8%,i,20,0.3%,7%
CCOc1ccc(N(CC(=O)NCc2ccc(F)cc2)C(=O)CCC(=O)Nc2nccs2)cc1,-0.2%,3.9,46,0%,-11%,-0.8%,4%,i,15,0.0%,-4%
CCCOc1cccc(C2/C(=C(/O)c3ccc(F)cc3)C(=O)C(=O)N2CCN(C)C)c1 (centres undefined),-0.2%,-2.6,50,-2%,5%,-5.1%,-1%,i,9,0.1%,0%
CC(C)(C)c1ccc(S(=O)(=O)NCc2ccc(C(=O)N3CCCC3)cc2)cc1,-0.1%,3.7,61,12%,24%,-4.6%,10%,i,21,1.1%,-5%
Cc1c(C(=O)O)oc2c1/C(=N\O)CC(C)(C)C2,0.3%,1.0,45,-9%,-32%,4.9%,0%,i,47,0.1%,-3%
COc1ccc(CCNC(=O)C(=O)NCC2CCNCC2)cc1OC,-0.1%,0.1,48,3%,17%,1.5%,15%,i,12,0.2%,1%
COc1ccc(-c2nc(C#N)c(N3CCC(C(N)=O)CC3)o2)cc1OC,-0.2%,-3.7,93,4%,8%,-1.3%,21%,i,33,-0.1%,-5%
Cc1ccc(CNC(=O)c2ccccc2CCc2ccccc2)cc1,0.2%,3.0,55,-5%,-4%,2.8%,6%,i,40,-0.5%,2%
COc1ccccc1N(CC(=O)N(c1ccccc1)C(C)C)S(=O)(=O)c1cccs1,1.3%,1.0,50,5%,24%,-10%,21%,i,57,-0.9%,-4%
COc1ccc(C(C(=O)NC2CCCC2)N(CC2CCCO2)C(=O)Cn2nnc(-c3ccc(C)o3)n2)cc1 (centres undefined),-0.3%,-1.3,59,-4%,23%,-4.5%,4%,i,62,-0.9%,6%
Cc1ccc(C)c(NNC(=O)C(=O)NNc2cc(C)ccc2C)c1,0.0%,0.7,61,-6%,8%,2.6%,-3%,i,16,0.0%,16%
COc1ccc(CCN(C(=O)c2ccc(F)cc2)C2=CC3CCC(C2)N3C)cc1OC (centres undefined),1.0%,-0.7,68,/,15%,3.2%,-7%,i,55,-0.1%,3%
COc1ccc(C(C(=O)NC2CCCCC2)N(C(=O)CCl)c2cccc(Cl)c2)cc1 (centres undefined),-0.3%,/,/,-9%,26%,5.3%,2%,i,43,-0.9%,18%
CCc1nc2oc3ccccc3c(=O)c2c(=O)n1-c1ccccc1,-0.2%,1.3,84,-3%,-14%,/,13%,i,23,1.0%,-5%
Nn1c(COc2ccccc2)nnc1SC(F)F,-0.1%,-0.2,57,4%,32%,-1.9%,-1%,i,34,0.3%,2%
Cc1cc(C)c2c(CC(=O)Nc3ccc(Cl)cn3)coc2c1,0.1%,-0.3,53,-10%,8%,5.2%,8%,i,32,0.1%,3%
COc1ccccc1N(Cc1cc(=O)[nH]c2ccccc12)C(C)=O,0.0%,-1.1,104,-8%,-7%,-2.6%,13%,i,16,-0.2%,13%
COc1ccccc1N1CCN(C(=O)CSc2nc3ccccc3nc2N2CCC(C)CC2)CC1,-0.2%,5.1,45,4%,-51%,12%,-3%,i,24,0.2%,-8%
CCOC(=O)COc1cc(-n2c(=S)[nH]c3cc(OC)c(OC)cc3c2=O)c(Cl)cc1Cl,0.2%,3.2,79,-2%,6%,-2.7%,-16%,i,58,0.3%,5%

# Compound activity (PubChem BioAssay)
